Assay outcomes as filed in PubChem.
NR2E3 ag-1 = activates human NR2E3 receptor | Q9Y5X4 | CHO-S Gal4-NCOR/VP16-NR2E3 two-hybrid, luciferase | inhibition of corepressor binding, % at 3.98 µM | 0.35% of 360,000 active | AID 602229;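 active means inhibition above the mean of all tested compounds plus 3 SD, cut at about 70% in these data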;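 further: 0% = DMSO with NR2E3 transfected cells and 100% = cells lacking NR2E3 construct; higher means lower luciferase signal from less NR2E3 corepressor binding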
Target sequence (Q9Y5X4 whole entry, looked up, the tested form may be a part): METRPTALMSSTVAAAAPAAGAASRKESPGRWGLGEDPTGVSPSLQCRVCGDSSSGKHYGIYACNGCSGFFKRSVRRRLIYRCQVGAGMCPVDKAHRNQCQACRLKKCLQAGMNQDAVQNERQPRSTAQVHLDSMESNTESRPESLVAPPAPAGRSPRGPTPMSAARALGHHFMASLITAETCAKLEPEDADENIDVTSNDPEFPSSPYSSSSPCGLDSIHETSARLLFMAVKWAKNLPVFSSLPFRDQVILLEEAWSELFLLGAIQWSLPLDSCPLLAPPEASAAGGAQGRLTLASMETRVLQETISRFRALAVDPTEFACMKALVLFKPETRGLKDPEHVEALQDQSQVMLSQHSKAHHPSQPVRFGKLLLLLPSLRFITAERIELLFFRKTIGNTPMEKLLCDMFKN
NR2E3 ag-2 = NR2E3 (human) agonism; Q9Y5X4; GST-NR2E3/biotin-RetCOR TR-FRET, 1536-well; inhibition of corepressor binding, % at 4.78 µM; 0.12% of 320,000 active; AID 2300;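 active means percent inhibition above the cutoff of mean plus 3 SD of all tested compounds, set per screening campaign, cut at about 20% in these data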;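 further: 0% = DMSO wells and 100% = biotin wells as full block of FRET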
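Test system – NR2E3–RetCOR corepressor complex · Quantity – NR2E3 fusion 1.35 nM · Buffer or medium – Tris pH 7.5 · Incubation – Compound–protein incubation for 5 h at 4 °C · Technique – TR-FRET, Eu(K)-anti-GST donor, streptavidin-D2 acceptor, ex 340, em 617/671 nm · Evaluation – percent inhibition of 671/617 nm emission ratio versus biotin and DMSO controls · Plate – 1536-well format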
hiPSC survival = increases survival of single human iPS cells; hiPSC single-cell survival, ATPlite luminescence; 100% = ROCK inhibitor wells, 0% = DMSO; survival enhancement, % at 20 µM; 0.044% of 360,000 active; AID 602274; in the data active means survival enhancement above about 18%;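 further: cells exposed to compounds for 16 hours before the ATP read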
MITF TRPM1 inh = MITF TRPM1 promoter inhibition in SK-MEL-5 cells | AID 488899 | 0.83% of 330,000 active | SK-MEL-5 TRPM1 promoter luciferase, 24 h | inhibition, % at 12.5 µM;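 active means mean inhibition across replicates of 60% or more, whatever share of single replicates reaches that level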; further: values of inactives mirror those of a sister screen read the other way
TWEAK-Fn14 inh = blocks TWEAK-Fn14 interaction in a reporter cell assay; TWEAK-stimulated Fn14 reporter cells, luciferase luminescence, 8 h; inhibition, % at 10 µM; 2% of 360,000 active; AID 1159606; in the data active means inhibition above about 50%
HIF-2a block = blocks HIF-2a reporter activity | inhibition, % at 18.8 µM | 0.72% of 360,000 active | AID 624352 | 786-0 RCC cells HIF-2a reporter, luciferase luminescence, overnight;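 active means inhibition of the luminescence signal of 40% or more relative to plate controls, in a single-dose primary screen at 18.75 µM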
Shn3 3UTR inh = inhibitors of Schnurri-3 3'UTR reporter in osteoblasts. 0.52% of 360,000 active. inhibition, % at 12.5 µM. Clone20 osteoblast Shn3 3'UTR firefly luciferase, 24 h;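 active means mean inhibition of at least 75% with every replicate also reaching 75%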;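 further: 0% = median of neutral control wells and 100% = pilot-screen positive control compound; some compounds past the cut are filed as inactive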
aDG glyco act = alpha-DG glycosylation activation; AID 624168; Pro5-aDG cells, alpha-DG glycosylation AlphaScreen (IIH6); 0% Pro5, 100% B10-LARGE cell signal; 0.22% of 360,000 active; activation, % at 10 µM;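 active means activation of at least 8% versus controls, or a plate z-score of at least 8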;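 further: Pro5 are CHO cells carrying HIG-tagged alpha-DG that lacks glycosylation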
Peg3 promoter = Peg3 promoter activity inhibition. HeLa PEG-Prom luciferase reporter, luminescence, overnight. inhibition, % at 20 µM. 1.7% of 360,000 active;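 active means inhibition of at least 50% at 20 µM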
KKLEB tox = reduces viability of KKLEB cystic fibrosis airway cells. 0.36% of 360,000 active. AID 602141. activity change (cytotoxicity), % at 5 µM. KKLEB CF airway cells viability, ATPlite luminescence, overnight; stronger effect = lower value; cells stimulated with P. aeruginosa culture filtrate;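 active means corrected activity change at or below -50% at 5 µM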
CF NFkB inh = cystic fibrosis NF-kB activation inhibition; inhibition, % at 5 µM; AID 588850; KKLEB NF-kB-GFP reporter, PAF-induced, GFP fluorescence overnight; 0.86% of 360,000 active;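 active means at least 50% inhibition at 5 µM, scaled per plate between neutral and stimulator controls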;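 further: PAF is a Pseudomonas aeruginosa culture filtrate used as stimulus; plate controls were PAF-stimulated DMSO wells for no effect and unstimulated DMSO wells for full effect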
* marks the source's active call; other numbers are inactive results; x = not tested or not shown.

1	O=C(NC1CCCCCC1)c1cc(S(=O)(=O)N2CCC3(CC2)OCCO3)ccc1F
2	c1ccc(NN(Cc2ccccn2)c2ccccc2)cc1
3	CC(=O)c1ccc(-n2nnnc2SCC(=O)NC2CCCCC2)cc1
4	COCC(C)n1c(C)cc(C(=O)COC(=O)CCc2nc3ccccc3c(=O)[nH]2)c1C (stereo not drawn)
5	COc1ccc(CN2CCC2(C)C(=O)NCc2ccc3c(c2)OCO3)c2ccccc12 (stereo not drawn)
6	CC1(C(=O)NS(=O)(=O)c2ccccc2)CCN1C(=O)c1ccccc1CCc1ccccc1 (stereo not drawn)
7	CCOc1ccc(/C=C/C(=O)OCC(=O)NCCc2ccc(OCC)c(OCC)c2)cc1OC
8	Cc1cccc(NC(=O)CSCC(=O)Nc2cc(Cl)ccc2N2CCOCC2)c1
9	O=C(CCNS(=O)(=O)c1cccc2nsnc12)NC1CCN(Cc2ccccc2)CC1
10	COc1ccc2[nH]c3nc(SCC(=O)NC4CC4)nnc3c2c1

compound no. | 1 | 2 | 3 | 4 | 5 | 6 | 7 | 8 | 9 | 10
CF NFkB inh | 6 | -14 | 0 | 17 | 27 | 10 | 8 | 3 | -1 | 0
hiPSC survival | 2.7 | -2.8 | 1.5 | -0.1 | 1.2 | -2.2 | -0.4 | -0.5 | 1.1 | -0.1
NR2E3 ag-1 | 13 | -31 | 3 | 19 | -21 | 4 | -17 | -5 | 14 | 3
Shn3 3UTR inh | 57 | 4 | 10 | 8 | 18 | -16 | 7 | 8 | 8 | -2
Peg3 promoter | -12 | 0 | -1 | -11 | 19 | 5 | 16 | 30 | 21 | 9
NR2E3 ag-2 | -4 | x | -2 | 3 | x | x | -2 | 2 | -2 | 0
TWEAK-Fn14 inh | -3 | 5 | -14 | -6 | -7 | -45 | -13 | -9 | 10 | 6
HIF-2a block | -26 | 9 | 1 | 12 | 12 | 14 | 7 | 12 | 11 | -10
KKLEB tox | -10 | 3 | 8 | 6 | -14 | 5 | -12 | 2 | 7 | -7
aDG glyco act | 0.4 | -0.2 | 0.9 | 0.0 | 0.3 | 0.4 | 0.2 | 0.0 | 0.1 | -0.1
MITF TRPM1 inh | 14 | x | 4 | 4 | x | x | -12 | -1 | 10 | 6

11	Cc1[nH]n(-c2ncc(-c3ccccc3)s2)c(=O)c1C(c1ccc(Br)cc1)C(C#N)C#N (stereo not drawn)
12	Cc1ccc(OCC(=O)N2CCN(C(=O)c3ccncc3)CC2)cc1
13	CC1=C(C)CC2C(C1)C(=O)c1ccc(Br)cc1S2(=O)=O (stereo not drawn)
14	c1cc2c(cn1)cnc1cscc12
15	CCOC(=O)C[C@H]1c2cc(F)ccc2S(=O)(=O)N1C1CCCCC1
16	CCOC(=O)Nc1ccc([N+](=O)[O-])cc1C
17	COc1cccc(CNC(=O)[C@@H]2CCCN2C(=O)[C@@H]2CCCN2)c1
18	O=Cc1c(Sc2ccccc2)nc2ccccn2c1=O
19	COc1ccc(C(C)=O)cc1COC(=O)c1ccc(S(=O)(=O)N2CCOCC2)cc1
20	CCn1nnc(-c2ccccc2NC(=O)C(F)(F)F)n1

compound no. | 11 | 12 | 13 | 14 | 15 | 16 | 17 | 18 | 19 | 20
CF NFkB inh | -35 | 22 | -4 | 28 | -21 | 0 | x | 14 | 14 | 8
hiPSC survival | -1.2 | -0.7 | -0.7 | -2.1 | 3.1 | 0.2 | 1.0 | -4.5 | -0.8 | 0.9
NR2E3 ag-1 | 17 | 1 | -17 | -24 | -10 | 2 | -15 | -37 | 1 | -15
Shn3 3UTR inh | -2 | 7 | -19 | 15 | -3 | -38 | x | -6 | -11 | -22
Peg3 promoter | 12 | 4 | -52 | -13 | 12 | -12 | x | -16 | 18 | -9
NR2E3 ag-2 | -2 | -2 | -2 | 2 | -1 | -1 | x | 2 | 4 | 3
TWEAK-Fn14 inh | 23 | 4 | -1 | 34 | -9 | -13 | -7 | 38 | 16 | 3
HIF-2a block | 24 | -31 | -7 | 28 | 13 | 6 | 7 | 10 | 11 | -19
KKLEB tox | 7 | -1 | -21 | 6 | -7 | 0 | x | 8 | -13 | 3
aDG glyco act | -0.3 | -0.2 | 0.2 | -0.1 | 0.3 | -0.2 | -0.2 | 0.4 | 0.0 | 0.0
MITF TRPM1 inh | 8 | x | -14 | -4 | 5 | -11 | x | 0 | -4 | -18

21	O=C1c2ccccc2NC(c2ccc(-c3cccc(Cl)c3)o2)N1O (stereo not drawn)
22	CC1Cc2cc(S(=O)(=O)NCc3ccccc3)ccc2N1C(=O)C1CCC1 (stereo not drawn)
23	O=C(CSc1nnnn1C1CCCCC1)NNC(=O)c1ccco1
24	Brc1cccc(-c2nc3c4ccccc4ccn3c2Cc2ccsc2)c1
25	O=C(CNC(=O)c1ccc(Cl)cc1)OCC(=O)N1CCCC1
26	CCOC(=O)C1=NN(c2ccc(C)cc2)CC1C(=O)OC (stereo not drawn)
27	Cc1ccc(Cl)cc1NC(=O)COC(=O)Cn1cnc2c1c(=O)n(C)c(=O)n2C
28	CC1(C)CC(=O)C(/C=N/c2ccccn2)=C(O)C1
29	Cn1c(N)c(C(=O)Nc2c(Cl)cccc2Cl)sc1=S
30	CCCC(=O)NC(=S)Nc1cccc(NC(=O)c2ccccc2)c1

compound no. | 21 | 22 | 23 | 24 | 25 | 26 | 27 | 28 | 29 | 30
CF NFkB inh | 6 | 19 | -8 | -45 | 3 | 4 | 3 | 21 | -17 | 9
hiPSC survival | -2.7 | 0.3 | -0.5 | 0.4 | -0.4 | 2.0 | -0.2 | -0.5 | 4.2 | -0.4
NR2E3 ag-1 | -103 | -5 | -27 | -10 | -1 | -46 | 2 | 15 | -9 | -17
Shn3 3UTR inh | -31 | 49 | 3 | -11 | -4 | -9 | -20 | -55 | 15 | 10
Peg3 promoter | -135 | -14 | 12 | -131 | 10 | 11 | -7 | 9 | 5 | 13
NR2E3 ag-2 | 3 | 0 | 2 | x | 2 | 0 | 8 | 2 | 0 | 2
TWEAK-Fn14 inh | -14 | 28 | 5 | -21 | -6 | -5 | 16 | 7 | 12 | -8
HIF-2a block | -190 | -5 | 6 | -240 | 19 | 9 | 7 | -14 | 2 | 3
KKLEB tox | -14 | -1 | -1 | 12 | 1 | -7 | 11 | -2 | 2 | 1
aDG glyco act | 1.3 | 0.4 | 0.2 | 0.0 | -0.4 | 0.1 | 0.4 | -0.1 | 0.0 | 0.7
MITF TRPM1 inh | -1 | 15 | 1 | x | -7 | -4 | 0 | 2 | 4 | 11

Quoted from the results shown (seven entries):
24	Brc1cccc(-c2nc3c4ccccc4ccn3c2Cc2ccsc2)c1
25	O=C(CNC(=O)c1ccc(Cl)cc1)OCC(=O)N1CCCC1
26	CCOC(=O)C1=NN(c2ccc(C)cc2)CC1C(=O)OC (stereo not drawn)
27	Cc1ccc(Cl)cc1NC(=O)COC(=O)Cn1cnc2c1c(=O)n(C)c(=O)n2C
28	CC1(C)CC(=O)C(/C=N/c2ccccn2)=C(O)C1
29	Cn1c(N)c(C(=O)Nc2c(Cl)cccc2Cl)sc1=S
30	CCCC(=O)NC(=S)Nc1cccc(NC(=O)c2ccccc2)c1

compound no. | 24 | 25 | 26 | 27 | 28 | 29 | 30
CF NFkB inh | -45 | 3 | 4 | 3 | 21 | -17 | 9
hiPSC survival | 0.4 | -0.4 | 2.0 | -0.2 | -0.5 | 4.2 | -0.4
NR2E3 ag-1 | -10 | -1 | -46 | 2 | 15 | -9 | -17
Shn3 3UTR inh | -11 | -4 | -9 | -20 | -55 | 15 | 10
Peg3 promoter | -131 | 10 | 11 | -7 | 9 | 5 | 13
NR2E3 ag-2 | x | 2 | 0 | 8 | 2 | 0 | 2
TWEAK-Fn14 inh | -21 | -6 | -5 | 16 | 7 | 12 | -8
HIF-2a block | -240 | 19 | 9 | 7 | -14 | 2 | 3
KKLEB tox | 12 | 1 | -7 | 11 | -2 | 2 | 1
aDG glyco act | 0.0 | -0.4 | 0.1 | 0.4 | -0.1 | 0.0 | 0.7
MITF TRPM1 inh | x | -7 | -4 | 0 | 2 | 4 | 11

Following part.
31	COc1ccccc1N1CC(C(=O)Nc2nc(C)cs2)CC1=O (stereo not drawn)
32	Cc1c(Nc2c3ccccc3nc3ccccc23)c(=O)n(-c2ccccc2)n1C
33	Cc1ccsc1-c1nc(CN2C[C@@H](C)O[C@@H](C)C2)c(C)o1
34	COc1ccc(CCN(C)C(=O)N2CCOCC2)cc1OC
35	COc1ccc(C2=NS(=O)(=O)N(C)C(C(=O)N3CCN(C)CC3)=C2)cc1
36	Cc1cc(C)c2c(=O)[nH]c(SCC(=O)NCCc3ccccc3)nc2n1
37	COc1ccc(CC(=O)NCCC2=CCCCC2)cc1
38	CC1Cc2ccccc2N1CC(=O)NC(=O)NC1CCCC1 (stereo not drawn)
39	CCn1nc(C(=O)NNC(=O)c2ccccc2OCc2c(C)noc2C)c2ccccc2c1=O
40	COc1ccccc1Nc1nc(NCCO)nc(N)c1[N+](=O)[O-]
41	Cc1ccc(NC(=O)CCCC(=O)OC(C)C(=O)c2ccccc2)cc1 (stereo not drawn)
42	O=C(CCNC(=O)C1CCN(S(=O)(=O)c2ccccc2)CC1)NCCc1cccc(F)c1

compound no. | 31 | 32 | 33 | 34 | 35 | 36 | 37 | 38 | 39 | 40 | 41 | 42
CF NFkB inh | 3 | -14 | 5 | 2 | -5 | 2 | 1 | -3 | 12 | 7 | -12 | -16
hiPSC survival | -0.4 | -0.2 | 2.6 | -0.3 | -0.1 | 4.1 | -0.3 | -0.5 | 0.3 | -0.3 | -0.1 | -0.3
NR2E3 ag-1 | 5 | -15 | -13 | -5 | -6 | -4 | -55 | -8 | 22 | 1 | -31 | -21
Shn3 3UTR inh | -18 | 12 | 14 | 38 | 3 | -32 | 5 | 7 | -3 | -4 | -2 | 11
Peg3 promoter | -5 | 17 | 10 | 9 | -23 | -2 | -17 | 13 | 3 | 41 | -5 | 11
NR2E3 ag-2 | 3 | 1 | 2 | 0 | -4 | -5 | 3 | 3 | 3 | 2 | 2 | 3
TWEAK-Fn14 inh | 3 | -1 | 2 | -2 | 3 | -9 | 5 | 6 | -34 | 11 | 24 | 2
HIF-2a block | -7 | 10 | -2 | 23 | -6 | 11 | -35 | 12 | 15 | 30 | 10 | -3
KKLEB tox | -14 | 6 | -1 | 6 | 9 | -8 | -18 | -8 | 17 | -11 | 7 | 14
aDG glyco act | -0.2 | -0.2 | 0.0 | -0.1 | -0.3 | -0.1 | 0.2 | -0.1 | -0.2 | -0.1 | 0.0 | 0.0
MITF TRPM1 inh | 16 | -10 | 4 | -6 | x | 16 | -7 | -2 | -7 | x | 9 | 9
